West Nile antiviral = inhibition of WNV-induced cytopathic effect – cell-based, CPE readout (AID 1621); West Nile virus-infected cells, CPE inhibition; higher % means a stronger effect; CPE inhibition, % at 10 µM, or IC50 in µM where a hit was titrated; hit rate 0.02% among 290,000; in the data active means a potency from the dose series; further: strong numbers were not always called active
GPR55 activation = selective activators of receptor GPR55 – imaging, U2OS cells, beta-arrestin-GFP redistribution, primary screen (AID 1961) | activation, % at 10 µM, or EC50 in µM where a hit was titrated | hit rate 0.048% among 290,000 | U2OS GPR55 beta-arrestin-GFP redistribution imaging; higher % means a stronger effect;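 active means activation above 40% with more than 50 cells counted in the well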;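 further: U2OS osteosarcoma cells stably expressing GPR55 and beta-arrestin-GFP; plate controls were DMSO negative control for no effect and LPI positive control for full effect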
KOR beta-arrestin-1 = KOR agonists, beta-arrestin recruitment, primary screen, cell-based, luminescence, uHTS (AID 1777) | KOR beta-arrestin recruitment, luminescence; higher % means a stronger effect | one-dose activation, % at 10 µM; EC50 in µM for titrated hits | hit rate 0.02% among 280,000; in the data active means activation above about 50%, passing the limit was not always enough; further: a part of the inactive calls stands beside numbers as strong as those of hits
T cell modulator = T cell immune modulation candidate; AID 2052; hit rate 0.068% among 330,000; 2C CD8+ T cell-vesicle binding, flow cytometry; hits give low values; calls only at 7 µM;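 active means response, share of CD8 T cells binding vesicles, and their 90th percentile fluorescence all below set limits, cut at about 80% in these data, passing the limit was not always enough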
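Test system: purified 2C TCR transgenic mouse naive CD8+ T cells. Probe or stimulus: QL9-peptide-loaded Drosophila micro-vesicles bearing Ld, ICAM-1 and B7-1. Incubation: binding step 1.5 h, 37 °C, antibody labelling 20 min, ice. Measured by: flow cytometry of vesicle-bound cells.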
GPR55 LPI antagonism = GPR55 antagonists blocking LPI-driven arrestin recruitment, primary screen, imaging, U2OS, beta-arrestin-GFP, LPI agonist (AID 2013) | inhibition, % at 10 µM; hits with a dose series show IC50 in µM | U2OS GPR55 beta-arrestin-GFP translocation imaging, LPI antagonism; higher % means a stronger effect | hit rate 0.13% among 290,000;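 active means spots per cell inhibited over 60%, with over 100 cells counted and total cytoplasm intensity under 500,000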;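 further: U2OS cells stably carrying GPR55 and arrestin-GFP stimulated by 5 µM LPI near EC80; imaged beta-arrestin-GFP aggregate spots per cell after agonist stimulation; plate controls were LPI-stimulated DMSO wells for no effect and DMSO wells without LPI for full effect; some results filed as inactive read as strong as hits; confirmed hits need IC50 under 10 µM and bright autofluorescent wells are also inconclusive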
Salmonella PhoP GFP = inhibitors of PhoP regulon expression, primary screen, Salmonella Typhimurium, GFP reporter (AID 1863); S. Typhimurium PhoP-regulated promoter GFP reporter, 4 h; higher % means a stronger effect; hit rate 0.16% among 300,000; inhibition, % at 50 µM; hits with a dose series show IC50 in µM;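 active means inhibition over 29.93%, a cutoff 3 SD above the screen mean, later confirmed by dose response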;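 further: 0% = low Mg2+ inducing control and 100% = high Mg2+ repressing control; strong numbers were not always called active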
NTR1 ag = NTR1-driven beta-arrestin-GFP spot formation – imaging, U2OS cells, high content, primary screen (AID 493036); P30989; agonist mode; activation, % at 20 µM; hit rate 0.17% among 330,000;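 active means activation at or above 40% of the spot to cytoplasm intensity ratio, with at least 20 cells analyzed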;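 further: 0% = DMSO without peptide and 100% = 100 nM NTR1 peptide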
Target sequence (P30989 whole entry, looked up): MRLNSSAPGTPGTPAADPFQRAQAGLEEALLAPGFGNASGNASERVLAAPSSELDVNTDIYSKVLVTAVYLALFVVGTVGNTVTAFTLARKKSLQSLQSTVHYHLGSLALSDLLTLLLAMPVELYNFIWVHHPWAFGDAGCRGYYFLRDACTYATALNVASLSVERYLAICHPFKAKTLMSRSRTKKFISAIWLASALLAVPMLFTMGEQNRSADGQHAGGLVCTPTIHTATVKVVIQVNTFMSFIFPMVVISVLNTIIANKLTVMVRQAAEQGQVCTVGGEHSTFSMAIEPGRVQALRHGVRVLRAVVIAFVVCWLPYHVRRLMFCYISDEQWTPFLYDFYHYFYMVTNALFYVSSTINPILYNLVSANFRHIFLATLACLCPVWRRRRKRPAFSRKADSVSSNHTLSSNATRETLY
KOR beta-arrestin-2 = kappa opioid receptor blockers – cell-based, luminescence, uHTS (AID 1778); KOR beta-arrestin recruitment, luminescence, antagonist mode; higher % means a stronger effect; inhibition, % at 10 µM, or IC50 in µM where a hit was titrated; hit rate 0.091% among 290,000; in the data active means inhibition above about 50%; further: strong numbers were not always called active
GPR35 arrestin U2OS = inhibition of zaprinast-stimulated GPR35 beta-arrestin translocation – imaging, U2OS, beta-arrestin-GFP, zaprinast agonist, primary screen (AID 2058). inhibition, % at 10 µM, or IC50 in µM where a hit was titrated. hit rate 0.052% among 290,000. U2OS GPR35 beta-arrestin-GFP translocation imaging, zaprinast antagonism; higher % means a stronger effect;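 active means inhibition of at least 50% with at least 30 cells and total cytoplasm GFP at most 10,000,000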
T cell modulator vesicle-bound % = also measured in T cell modulator; calls as there; double positive events, %; measured here: CD8+ vesicle-bound cell fraction;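 binding gate set so that unloaded-vesicle control wells show 10% double positive cells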
NTR1 ag cell count 20 µM = recorded beside NTR1 ag, whose call it bears; cell count; measured here: cell count, cytotoxicity flag
* = called active by the depositor; i = inactive; x = no result given; [ ] = remark or other dose.

SMILES	West Nile antiviral	GPR55 activation	KOR beta-arrestin-1	T cell modulator	T cell modulator vesicle-bound %	GPR55 LPI antagonism	Salmonella PhoP GFP	NTR1 ag	NTR1 ag cell count 20 µM	KOR beta-arrestin-2	GPR35 arrestin U2OS
COc1ccc(Cn2c(-c3ccc(Br)cc3)c[n+]3ccccc23)cc1	0.5%	-0.3%	0.6%	i	51	4%	3%	-0.1	76	-14%	8%
CCCCN1C(=O)c2ccc(C(=O)Nc3ccc(S(=O)(=O)N(C)C)cc3)cc2C1=O	-0.4%	-0.3%	4.9%	i	56	-10%	0%	3.1	77	-67%	0%
Cc1cc([N+](=O)[O-])ccc1NC(=O)/C=C/c1cccs1	-0.7%	-0.3%	-4.4%	i	48	11%	-5%	-0.7	72	15%	5%
O=C(Nc1nnc(Cc2ccccc2)s1)c1cnccn1	1.1%	0.5%	-7.2%	i	35	-2%	3%	-1.1	37	-42%[20 µM]	2%
COC(=O)C(CSCc1ccccc1)NC(=O)CSc1nc(N)cc(=O)[nH]1 (centres undefined)	0.2%	-0.7%	-0.4%	i	27	-16%	11%	0.2	90	-20%	1%
COc1cc(OC)cc(C(=O)NCc2n[nH]c(=S)n2-c2ccccc2OC)c1	-0.2%	-0.3%	2.6%	i	42	12%	-7%	0.9	44	-13%	-11%
CCOC(=O)C1CCCN(c2c(Nc3ccc(C)c(C)c3)c(=O)c2=O)C1 (centres undefined)	-0.1%	0.2%	-5.6%	i	38	20%	-10%	-1.2	65	32%	0%
Cc1sc(NC(=O)CSc2nnc3scc(-c4ccccc4)n23)c(C#N)c1C	-0.4%	-0.1%	10%	i	17	10%	1%	5.9	77	12%	1%
Cc1oc2c(c(C)cc3oc(=O)c(CC(=O)N[C@@H](CCCNC(N)=O)C(=O)O)c(C)c32)c1C	-0.2%	-0.3%	11%	i	22	-2%	-1%	-0.8	103	3%	13%
Cc1nnc(NC(=O)NCN2C(=O)C3C4C=CC(C4)C3C2=O)s1 (centres undefined)	0.0%	0.0%	-4.1%	i	26	10%	-10%	0.0	37	7%	-8%
S=C(Nc1ccccc1Cl)NC1CCN(Cc2ccccc2)CC1	-0.7%	-0.1%	-3.6%	i	41	0%	2%	2.7	36	21%	-2%
Cc1cc(Sc2nc(NC(C)(C)C)nc(N3CCOCC3)n2)nc(Cl)n1	-1.0%	-0.3%	-1.0%	i	3	10%	-11%	4.2	80	-2%	0%
Brc1ccc(Oc2nnnn2-c2ccccc2)cc1	0.3%	-0.2%	5.7%	i	30	9%	15%	-1.5	61	4%	8%
Cc1c([N+](=O)[O-])c(C(=O)Sc2ccc(Br)cc2)nn1C	0.0%	0.3%	-4.5%	i	20	5%	6%	4.2	50	10%	4%
N#Cc1ccsc1NC(=O)c1cccc(-n2cnnn2)c1	-0.1%	-0.2%	8.5%	i	43	2%	6%	-2.2	51	-8%	-11%
CCS(=O)(=O)c1nc(S(=O)(=O)c2ccc(C)cc2)c(N2CCC3(CC2)OCCO3)s1	1.7%	-0.1%	-3.8%	i	28	-5%	4%	-0.5	77	4%	-5%
COc1cc(NC(=O)C2CCC(CNc3c(N4CCCCC4)c(=O)c3=O)CC2)cc(OC)c1 (centres undefined)	0.0%	0.2%	-8.0%	i	37	1%	10%	-3.7	97	18%	-10%
O=C(CO/N=C/c1ccccc1OC(F)F)N1CCc2ccccc21	-0.5%	0.2%	4.0%	i	51	-3%	3%	-0.4	89	15%	13%
Cc1ccccc1OCC(=O)NNC(=O)c1ccc(-c2ccccc2)cc1	1.0%	-0.2%	4.4%	i	6	3%	-7%	0.3	49	0%	7%
Cc1ccc(-c2nn(-c3ccccc3)cc2/C=N/NS(=O)(=O)c2ccccc2)cc1	2.1%	0.3%	-1.2%	i	18	x	-10%	8.6	53	5%	-9%
Cc1ccc2c(CN(C)Cc3ccc(Cl)cc3Cl)cc(=O)oc2c1	-0.3%	0.6%	1.7%	i	10	12%	6%	2.2	48	22%	6%
CCCn1c(N)c(C(=O)COc2ccc(Br)cc2F)c(=O)n(C)c1=O	-0.8%	-0.3%	-23%	i	22	-7%	-2%	1.7	48	-15%	-6%
CCOC(=O)c1cnc2ccc(C)cc2c1Sc1ccccc1	3.4%	0.1%	-2.3%	i	40	-6%	-4%	8.8	51	4%	23%
O=C(O)CCCN1C(=O)C(=O)/C(=C(/O)c2ccccc2)C1/C=C/c1ccccc1 (centres undefined)	-0.8%	-0.1%	x	i	63	6%	2%	0.0	45	-22%[20 µM]	18%
COc1ccc(S(=O)(=O)NC2CC2)cc1Br	0.2%	-0.2%	-4.5%	i	19	8%	-1%	0.2	62	1%	4%
Further entries
SMILES	West Nile antiviral	GPR55 activation	KOR beta-arrestin-1	T cell modulator	T cell modulator vesicle-bound %	GPR55 LPI antagonism	Salmonella PhoP GFP	NTR1 ag	NTR1 ag cell count 20 µM	KOR beta-arrestin-2	GPR35 arrestin U2OS
Cc1cc(N2CCN(C)CC2)nc2ccc(NC(=O)c3ccc(Br)o3)cc12	2.9%	0.2%	4.0%	i	13	-2%	-17%	-1.3	93	5%	-15%
CCCCCn1c(CNC(=O)COC)nc2ccccc21	-1.1%	-0.1%	-3.9%	i	49	4%	11%	0.1	58	16%	2%
CS(=O)(=O)N(CC(=O)NCCSCc1ccccc1)c1ccc2c(c1)OCO2	-0.1%	0.1%	-4.3%	i	37	14%	6%	0.8	45	-5%	0%
CCN(CC)C(=O)CSc1nc(O)cc(=O)n1CC	-0.5%	0.0%	-6.1%	i	15	-8%	2%	-2.1	54	6%	3%
CCOC(=O)[C@@H]1CCN(Cc2ccccc2)C[C@H]1c1ccccc1	0.0%	0.0%	4.7%	i	23	21%	-3%	-0.4	44	-33%	3%
COc1ccc(CCNC(=O)Cn2cnc3sc(C)c(-c4ccc(F)cc4)c3c2=O)cc1OC	-0.9%	-0.2%	-2.6%	i	14	-1%	-15%	3.7	25	-24%	-13%
CCN(c1ccccc1)S(=O)(=O)c1ccc(NCC2COc3ccccc3O2)nc1 (centres undefined)	-0.3%	0.0%	-0.2%	i	25	6.6µM*	3%	4.0	80	-19%	20%
O=C(N/C(=C\c1ccccc1)C(=O)N1CCOCC1)c1ccc(Br)o1	-0.2%	0.0%	2.8%	i	22	7%	-1%	-2.4	50	-49%	4%
O=C1N=C(N2CCOCC2)S/C1=C/c1cccs1	0.0%	0.0%	3.0%	i	48	19%	4%	1.5	89	-19%	8%
CCOC(=O)c1ccc(NC(=O)c2cc(C)nc3ccccc23)cc1	-0.4%	0.2%	-0.5%	i	18	0%	-1%	0.5	66	-4%[20 µM]	7%
Cc1cc(NC(=O)CSc2nc3cc(Cl)ccc3c(=O)n2Cc2ccco2)no1	0.6%	0.1%	1.1%	i	25	-5%	7%	14	68	-19%	9%
c1ccc2c(c1)oc1c(NCc3ccc4c(c3)OCO4)ncnc12	-0.1%	0.2%	-3.6%	i	58	9%	3%	1.0	46	2%	5%
Cc1cc(NC(=O)COc2cccc(C)c2C)no1	-0.1%	-0.3%	-2.0%	i	38	6%	0%	-1.4	72	-14%	-12%
COc1ccc(CSCC(=O)NN=C2CCN(C)CC2)cc1	0.1%	0.1%	-1.8%	i	57	-4%	1%	-0.2	40	-12%	3%
Cc1ccccc1NS(=O)(=O)c1ccc(C2CNC(=O)C2)cc1 (centres undefined)	-0.1%	0.1%	4.2%	i	20	2%	2%	-1.1	57	-38%	19%
Cc1noc(C)c1C(=O)NCc1ccco1	0.5%	-0.1%	-2.4%	i	51	1%	6%	0.2	60	14%	-12%
Cc1cc(=O)[nH]c2ccc(S(=O)(=O)Nc3ccccc3)cc12	-0.5%	-0.1%	-2.8%	i	67	5%	0%	-0.6	77	-4%	1%
CCOC(=O)c1sc2nc(C)nc(NCc3ccccc3OC)c2c1C	-1.4%	-0.1%	-4.9%	i	16	8%	-6%	7.0	38	21%	3%
Cn1cnnc1SCC(=O)c1cc2ccccc2oc1=O	-0.2%	-0.1%	-2.6%	i	46	6%	-8%	1.8	55	3%	1%
O=C(O)c1cccc(Cn2cc(Br)cn2)c1	x	0.2%	2.4%	i	47	5%	-12%	2.0	43	14%	-2%
CC(C)(C)c1ccc(S(=O)(=O)N2CCN(C(=O)C3CCC3)CC2)cc1	-1.1%	0.2%	3.6%	i	13	4%	-4%	-0.8	57	-13%	-12%
O=C(OCC#CCSc1nnc(-c2ccncc2)o1)c1sc2ccccc2c1Cl	x	0.3%	3.5%	x	x	-8%	-1%	x	x	-58%	5%
CC(C)c1nc(-c2ccccc2)c(-c2ccccc2)[nH]1	-0.2%	-0.1%	-11%	i	50	-10%	-1%	0.5	45	28%	14%
COc1ccc(/C=C2/N=C(SCC(=O)Nc3cc(C)on3)N(c3ccccc3)C2=O)cc1	-0.1%	0.2%	9.6%	i	16	7%	11%	x	x	-94%	-6%

Some of the entries so far, with bars between the fields.
structure | West Nile antiviral | GPR55 activation | KOR beta-arrestin-1 | T cell modulator | T cell modulator vesicle-bound % | GPR55 LPI antagonism | Salmonella PhoP GFP | NTR1 ag | NTR1 ag cell count 20 µM | KOR beta-arrestin-2 | GPR35 arrestin U2OS
CCN(c1ccccc1)S(=O)(=O)c1ccc(NCC2COc3ccccc3O2)nc1 (centres undefined) | -0.3% | 0.0% | -0.2% | i | 25 | 6.6µM* | 3% | 4.0 | 80 | -19% | 20%
O=C(N/C(=C\c1ccccc1)C(=O)N1CCOCC1)c1ccc(Br)o1 | -0.2% | 0.0% | 2.8% | i | 22 | 7% | -1% | -2.4 | 50 | -49% | 4%
O=C1N=C(N2CCOCC2)S/C1=C/c1cccs1 | 0.0% | 0.0% | 3.0% | i | 48 | 19% | 4% | 1.5 | 89 | -19% | 8%
CCOC(=O)c1ccc(NC(=O)c2cc(C)nc3ccccc23)cc1 | -0.4% | 0.2% | -0.5% | i | 18 | 0% | -1% | 0.5 | 66 | -4%[20 µM] | 7%
Cc1cc(NC(=O)CSc2nc3cc(Cl)ccc3c(=O)n2Cc2ccco2)no1 | 0.6% | 0.1% | 1.1% | i | 25 | -5% | 7% | 14 | 68 | -19% | 9%
c1ccc2c(c1)oc1c(NCc3ccc4c(c3)OCO4)ncnc12 | -0.1% | 0.2% | -3.6% | i | 58 | 9% | 3% | 1.0 | 46 | 2% | 5%
Cc1cc(NC(=O)COc2cccc(C)c2C)no1 | -0.1% | -0.3% | -2.0% | i | 38 | 6% | 0% | -1.4 | 72 | -14% | -12%
COc1ccc(CSCC(=O)NN=C2CCN(C)CC2)cc1 | 0.1% | 0.1% | -1.8% | i | 57 | -4% | 1% | -0.2 | 40 | -12% | 3%
Cc1ccccc1NS(=O)(=O)c1ccc(C2CNC(=O)C2)cc1 (centres undefined) | -0.1% | 0.1% | 4.2% | i | 20 | 2% | 2% | -1.1 | 57 | -38% | 19%
